# MEX-5 binding = C. elegans MEX-5 TCR-2 RNA binding activity | Q9XUB2 | MEX-5/FITC-TCR2 RNA binding, fluorescence polarization; stronger effect = lower value | activity score (negative = inhibition of binding), % at 10 µM | 300,000 tested, 0.38% active;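 active = inhibition past about -25% in most replicates, and total fluorescence under double the plate's negative control median, limit read from the data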;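 also: 0% = DMSO and -100% = 5 µM competing unlabeled TCR2 RNA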
# Target sequence (Q9XUB2 whole entry, looked up): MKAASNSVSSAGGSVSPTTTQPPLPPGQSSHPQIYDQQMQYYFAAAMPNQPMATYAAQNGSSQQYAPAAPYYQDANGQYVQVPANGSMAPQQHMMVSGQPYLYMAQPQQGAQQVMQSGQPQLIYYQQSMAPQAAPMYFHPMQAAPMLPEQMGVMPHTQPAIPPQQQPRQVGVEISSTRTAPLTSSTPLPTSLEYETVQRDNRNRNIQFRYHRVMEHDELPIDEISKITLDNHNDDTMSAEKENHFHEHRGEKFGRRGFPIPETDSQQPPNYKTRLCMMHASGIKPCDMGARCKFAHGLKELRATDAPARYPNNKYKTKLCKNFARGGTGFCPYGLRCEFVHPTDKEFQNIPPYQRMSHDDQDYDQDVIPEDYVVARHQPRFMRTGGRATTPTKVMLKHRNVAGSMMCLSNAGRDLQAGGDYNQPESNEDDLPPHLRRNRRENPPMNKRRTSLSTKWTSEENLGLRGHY
# Efflux pump inh = inhibitors of Candida antifungal efflux pumps expressed in yeast; S. cerevisiae Candida pump triplex, Nile Red efflux; AID 485275; 330,000 tested, 0.44% active; inhibition, % at 10 µM;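 active = plate passing quality check with inhibition over a set limit, or well fluorescence over plate mean plus 4 SD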;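 also: Nile Red retained in pooled yeast measured as flow cytometry median fluorescence; 0% = buffer negative control and 100% = Enniatin B positive control; higher means more Nile Red kept so more efflux inhibition; some compounds called inactive have numbers as strong as hits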
# MCL1-BIM inh = disrupts human MCL1 binding to BIM-BH3 peptide. AID 2057. 320,000 tested, 0.68% active. inhibition, % at 10.9 µM. Q07820. GST-MCL1 / FITC-Bim-BH3 fluorescence polarization;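 active = inhibition above the mean inhibition of all tested compounds plus 3 SD, set per campaign, cut at about 40% in these data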;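 also: 0% = DMSO wells and 100% = unlabeled Bim-BH3 peptide control; higher means more loss of mP so more displacement of Bim peptide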
# GLD-1 TGE inh = GLD-1-TGE RNA interaction inhibition (C. elegans); purified GLD-1 + fluorescein TGE RNA, fluorescence polarization; inhibition, % at 5.96 µM; 320,000 tested, 0.44% active;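 active = percent inhibition above a per-plate cutoff, the plate mean of test compounds plus 3 SD, cut at about 30% in these data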;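 also: 0% = DMSO wells with GLD-1 and probe and 100% = wells lacking GLD-1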
# BCLXL inh = inhibitors of human Bcl-xL | inhibition, % at 10.9 µM | AID 2129 | Q07817 | 320,000 tested, 0.7% active | GST-Bcl-xL / FITC-Bim BH3 peptide fluorescence polarization;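 active = inhibition above the mean of all tested compounds plus 3 SD, cutoff set per campaign, cut at about 30% in these data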;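 also: 0% = DMSO wells and 100% = unlabeled Bim-BH3 peptide competitor; inhibitors lower millipolarization by displacing the labeled peptide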
# Target sequence (Q07817 whole entry, looked up): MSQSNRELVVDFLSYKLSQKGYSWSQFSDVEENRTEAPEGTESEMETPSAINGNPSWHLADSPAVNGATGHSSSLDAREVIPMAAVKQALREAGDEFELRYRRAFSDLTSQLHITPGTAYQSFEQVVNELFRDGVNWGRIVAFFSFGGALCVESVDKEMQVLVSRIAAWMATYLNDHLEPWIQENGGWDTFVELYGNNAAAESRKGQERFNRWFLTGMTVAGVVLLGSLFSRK
# VLA-4 inh = inhibition in a human VLA-4 binding assay. P13612. VLA-4 expressing cells, ligand binding flow cytometry. inhibition, % (about 7 µM as worked out from the volumes in the protocol). 330,000 tested, 0.2% active. AID 2557; in the data active = inhibition above about 50%
# Fam108B inh = Fam108B inhibition, counter-screen for RBBP9 inhibitors | recombinant Fam108B, FP-Rh probe fluorescence polarization | 300,000 tested, 0.33% active | inhibition, % at 9.51 µM;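 active = inhibition above the screen mean inhibition plus 3 SD, computed separately per campaign, cut at about 18% in these data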;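 also: inhibitors lower polarization as less probe binds the enzyme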
# PME-1 primary = blocks human protein phosphatase methylesterase 1; 320,000 tested, 0.53% active; recombinant PME-1, FP-Rh probe fluorescence polarization; AID 2130; inhibition, % at 5.9 µM; Q9Y570;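 active = inhibition above the campaign mean of all compounds plus 3 SD, cut at about 26% in these data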;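 also: competitive labeling of PME-1 active site by serine hydrolase directed probe; 0% = PME-1 with DMSO and 100% = wells lacking PME-1 enzyme; inhibitors block probe labeling so polarization falls and inhibition rises; many of its hits are not listed in these tables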
# Target sequence (Q9Y570 whole entry, looked up): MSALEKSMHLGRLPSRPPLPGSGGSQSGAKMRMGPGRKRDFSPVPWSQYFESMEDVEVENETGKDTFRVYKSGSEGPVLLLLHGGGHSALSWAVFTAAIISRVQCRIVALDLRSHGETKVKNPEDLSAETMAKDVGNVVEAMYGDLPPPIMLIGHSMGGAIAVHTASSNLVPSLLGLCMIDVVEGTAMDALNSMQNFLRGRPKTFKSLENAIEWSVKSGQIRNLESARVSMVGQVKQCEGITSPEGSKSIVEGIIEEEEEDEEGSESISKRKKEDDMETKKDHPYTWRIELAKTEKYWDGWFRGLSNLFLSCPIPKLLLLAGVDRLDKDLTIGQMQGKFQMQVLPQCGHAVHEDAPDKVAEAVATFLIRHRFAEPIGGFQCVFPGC
# GRK2 inh = inhibitors of human GRK2 displacing RNA aptamer. inhibition of aptamer binding, % at 10 µM. bead flow cytometry, FAM-aptamer displacement from GRK2. P25098. 330,000 tested, 0.59% active;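 active = inhibition of aptamer binding above 40%, roughly 3 SD of noise, on plates passing a quality check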;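 also: median bead fluorescence of bound FAM aptamer so fluorescent compounds give negative values; no value below 0 was filed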
# Starred values were filed as active, the others as inactive; · = no result given. Not all compounds are listed; rates above refer to the full screens.
no.	SMILES	MEX-5 binding	Efflux pump inh	MCL1-BIM inh	GLD-1 TGE inh	BCLXL inh	VLA-4 inh	Fam108B inh	PME-1 primary	GRK2 inh
1	CC(=O)Nc1ccc(NC(=O)COC(=O)c2ccccc2C(=O)c2ccccc2)cc1	·	0.2	-6	10	-1	-9	·	3	0
2	Cc1cccc(NC(=O)C2CCCN2C(=O)OCc2ccccc2)c1 (stereo not drawn)	·	-0.3	-1	-2	4	12	·	3	1
3	COc1ccc(-c2cc(C(=O)O)nc3ccc4ccccc4c23)cc1OC	3.5	0.0	3	3	3	-6	10	2	0
4	COc1cccc(CC(=O)OCC(=O)c2cc(OC)c(OC)c(OC)c2)c1	·	-0.6	·	3	·	-2	·	·	0
5	COc1ccc(S(=O)(=O)Cc2ccc(C(=O)NCC(OC)OC)o2)cc1	1.4	0.3	-1	-3	-1	1	7	-11	0
6	O=C(N/N=C/c1cccnc1)c1cccc(NC(=O)c2cccc(Br)c2)c1	-1.6	0.1	1	-8	1	8	-28	-43	0
7	CC(C)NC(=O)c1ccc(NC(=O)CC2SC(N3CCCC3)=NC2=O)cc1 (stereo not drawn)	·	-0.3	2	-2	2	11	·	1	0
8	O=C(Nc1cc(Br)c(O)c(Br)c1)c1cccc(NC(=O)c2ccco2)c1	-2.0	0.2	-2	1	4	4	0	-2	2
9	CC12CC3(C)CC(C)(C1)CC(C(=O)NC(=S)N1CCCC1)(C2)C3	0.5	0.4	-1	0	1	4	1	-9	1
10	Cc1ccc(S(=O)(=O)N2CCN(C(=O)CCC(=O)NCCc3ccc(S(N)(=O)=O)cc3)CC2)c(C)c1	1.9	0.2	-7	2	-7	3	0	7	1
11	CCOc1cnc(C(=O)NNC(=O)c2ccccc2Br)o1	-12	0.2	8	-2	1	7	-2	-4	1
12	Cc1cccc2cc(C(c3nnnn3C(C)(C)C)N(Cc3ccco3)CC3CCCO3)c(=O)[nH]c12 (stereo not drawn)	2.7	0.0	11	5	4	9	4	3	16
13	Cc1cc(=O)oc2cc(NC(=S)NCc3cccnc3)ccc12	-2.3	-0.1	5	-2	12	8	-1	3	1
14	COc1ccccc1NS(=O)(=O)c1cc(C(=O)NCC(c2ccco2)N2CCCCC2)ccc1C (stereo not drawn)	-1.5	0.0	3	3	1	4	0	5	0
15	O=C(CSc1nccc(=O)[nH]1)Nc1ccccc1Sc1ccccc1	-2.6	0.0	-2	1	2	-3	0	-5	1
16	Cc1ccccc1NC(=O)c1ccc(OCC(=O)Nc2ccccc2F)cc1	1.2	-0.1	-3	2	4	2	0	1	0
17	Cc1nn(Cc2ccccc2)c(C)c1NC(=O)CCC(=O)O	-2.1	-0.2	-8	-2	-3	6	2	-1	0
18	C=CCn1cccc(/C=C/C(=O)c2ccc(C(C)(C)C)cc2)c1=S	0.1	0.0	9	12	7	-2	-3	-8	1
19	CCn1c(CC(=O)Nc2ccc(C)c(Cl)c2)nnc1SCc1ccc(Cl)c(Cl)c1	-0.8	0.0	-5	4	-4	5	1	1	0
20	CCCn1c(C)cc(C(=O)COC(=O)c2ccc(Cl)c(S(=O)(=O)N3CCCC3)c2)c1C	-1.9	-0.2	1	2	1	12	1	-4	1
21	CN(C)C(=O)CCSc1nnc(-c2ccncc2)o1	0.3	0.0	-3	3	4	2	0	1	2
22	C=CCSc1nc2sc3c(c2c(=O)[nH]1)CCC3	2.3	-0.1	2	13	-1	13	1	-3	0
23	CCOC(=O)C#CC(CCc1ccccc1)OS(N)(=O)=O (stereo not drawn)	2.4	-0.1	1	2	1	2	-1	4	3
24	Clc1ccc(-c2cn3cccnc3n2)cc1	-0.1	0.1	-2	-2	9	3	-4	2	5
25	O=C(Cc1ncc(C(F)(F)F)cc1Cl)N1CCN(c2cccc(Cl)c2)CC1	-2.3	0.1	-1	-3	0	9	-2	-7	0
26	COc1cccc(C(=O)NC2CC3CCCC(C2)N3CC(=O)Nc2ccccc2C(F)(F)F)c1 (stereo not drawn)	0.6	0.1	6	-1	2	-5	-4	-4	1
27	Cc1cc(C2(c3ccc(O)c(C)c3)C(=O)N(C)c3ccc(Br)cc32)ccc1O	-1.2	0.1	-2	8	1	1	-2	-9	1
28	O=C(CCC1CCCC1)N1CCC(N2CCN(c3ccccc3)CC2)CC1	-0.1	0.0	9	8	5	4	0	1	0
29	CC(C)CCNC(=O)CN(C(=O)Cn1nnc(-c2ccccc2F)n1)c1cccc2c1CCCC2	-0.2	0.1	0	6	3	-2	-2	-5	4
30	Cc1ccc(/C=C2\S/C(=N/S(=O)(=O)c3cccs3)NC2=O)cc1	-1.9	-0.1	6	4	12	5	-8	-7	2
31	Cc1ccc(NC(=O)CN2C(=O)CSC2=O)cc1	2.7	-0.1	6	0	4	12	0	-1	0
32	NC(=O)c1sc2nc(-c3cccnc3)ccc2c1N	3.4	-0.1	0	-1	7	-2	-2	5	1
33	COCCCNC(=S)N1CCN(c2ccccc2)CC1	0.4	-0.1	6	5	7	-11	0	0	0
34	O=C1c2ccccc2S(=O)(=O)N1CC1CC(c2ccccc2)=NO1 (stereo not drawn)	1.6	-0.1	3	4	9	0	-2	-1	2
35	COc1ccc2oc(=O)c(C(=O)N3CCN(c4ccccc4)CC3)cc2c1	2.3	0.0	5	2	5	14	0	2	1
36	COCCNC(=O)C(c1ccc(F)cc1)N(Cc1ccccc1)C(=O)CCC(=O)Nc1nccs1 (stereo not drawn)	1.6	0.0	4	5	6	0	1	-1	1
37	COc1ccccc1C(=O)COC(=O)C(CCSC)NC(=O)COc1ccccc1 (stereo not drawn)	3.2	-0.1	0	6	2	11	-2	0	0
38	CCCCCCC(=O)Nc1nc(C)c(-c2csc(Nc3cc(OC)ccc3OC)n2)s1	5.5	-0.1	-1	1	-5	-4	11	35*	0
39	Cc1cccc(NC(=O)c2ccco2)c1C(=O)O	-0.6	0.1	4	-1	3	0	-6	-1	0
40	COC(=O)c1ccsc1NC(=O)CSc1nnnn1-c1ccccc1SC	0.6	-0.2	4	4	2	23	-1	3	0
41	COc1ccc(-c2nnc3n(CCc4ccccc4)c(=O)c4ccccc4n23)cc1OC	3.2	0.6	1	2	-1	5	-1	1	2
42	CC(=O)Nc1ccc(S(=O)(=O)NNC(=O)c2cccc([N+](=O)[O-])c2)cc1	1.9	0.2	·	·	·	-2	·	·	0
43	CC(C)(C)C(=O)NC(=S)NNC(=O)c1ccc(-c2ccccc2)cc1	-0.2	0.2	-4	2	1	3	2	1	5
44	COc1cc(CN2CCc3c([nH]c4ccccc34)C2)cc(OC)c1	1.1	0.1	-1	4	5	1	1	3	1
45	Cc1cc2ccccc2n1CCNC(=O)Cc1cccc2ccccc12	-3.2	0.0	2	12	6	0	0	-2	13
46	N#CCCn1c(SCC(=O)N2CCN(S(=O)(=O)c3ccccc3)CC2)nc2ccccc21	0.9	0.0	-14	3	-4	8	1	12	5
47	CCCCn1c(=O)[nH]c(=O)c2c1nc(-c1ccc(OCCC)c(OCC)c1)n2C	-2.0	0.0	-4	7	0	3	4	-2	4
48	Cc1oc(-c2cccs2)nc1CN1CCN(CCC(C)C)C(CCO)C1 (stereo not drawn)	-0.2	-0.1	0	2	-3	-6	-1	0	0
49	COC(=O)c1sccc1NC(=O)c1ccc(C(C)C)cc1	0.2	-0.1	8	1	6	-5	-2	-5	7
50	CCOC(=O)C1=C(COC(=O)[C@H](C)NS(=O)(=O)c2ccccc2F)NC(=O)NC1C (stereo partly drawn)	·	0.0	-1	3	5	2	·	4	3

# (more compounds)
no.	SMILES	MEX-5 binding	Efflux pump inh	MCL1-BIM inh	GLD-1 TGE inh	BCLXL inh	VLA-4 inh	Fam108B inh	PME-1 primary	GRK2 inh
51	CC1CCCN(CCCNC(=O)c2ccc(NC(=O)C3=CSCCO3)cc2)C1 (stereo not drawn)	-1.2	0.2	-2	0	0	9	-4	1	0
52	O=C(O)c1cccc(COCC(F)(F)C(F)F)c1	-0.8	0.0	6	0	2	14	-4	0	0
53	CCOC(=O)[C@H]1[C@H]2COc3ccc(Br)cc3[C@@H]2N2C(=O)CN(Cc3ccc(F)cc3)C(=O)[C@@]12C	·	0.3	0	1	-2	0	·	0	1
54	COCC1CCCCN1Cc1cn[nH]c1-c1ccc2cc(OC)ccc2c1 (stereo not drawn)	-2.7	-0.1	-1	1	-3	10	3	7	0
55	CC1(C)Cc2nc3sc(C(=O)NCCCO)c(N)c3cc2CO1	-0.1	0.1	18	4	14	3	5	4	1
56	O=C(NC(=S)N(Cc1ccccc1)c1ccccn1)C1CCCCC1	-0.7	-0.1	15	2	5	1	-4	-1	4
57	Cc1cccc[n+]1C1C(c2ccc([N+](=O)[O-])cc2)C(C#N)=C(C(=C=[N-])C#N)NC1(O)C1CC1 (stereo not drawn)	-6.3	-0.1	25	19	31*	11	13	10	3
58	O=C(NCc1ccc2c(c1)OCO2)C1CCN(Cc2cnn(-c3ccccc3)c2-n2cccc2)CC1	-0.4	0.0	6	-2	2	15	3	0	1
59	Cc1ccc(-c2nnc(N(C)C(=O)c3cccnc3)s2)cc1	-1.5	-0.1	-5	-9	5	-2	0	2	0
60	O=c1c2[nH]c3ccc(F)cc3c2nc2n1CCCS2	-1.2	-0.3	2	7	0	3	2	0	1
61	O=C(O)/C=C/c1cn(-c2ccccc2)nc1-c1ccccc1	-0.4	0.0	2	0	2	9	-2	-5	1
62	COc1ccc(/C=C2\Oc3cc(OC(=O)N4CCOCC4)ccc3C2=O)cc1	2.7	-0.1	-5	1	6	3	2	-1	0

# Given screen by screen: entries from further up
50	CCOC(=O)C1=C(COC(=O)[C@H](C)NS(=O)(=O)c2ccccc2F)NC(=O)NC1C (stereo partly drawn)
51	CC1CCCN(CCCNC(=O)c2ccc(NC(=O)C3=CSCCO3)cc2)C1 (stereo not drawn)
52	O=C(O)c1cccc(COCC(F)(F)C(F)F)c1
53	CCOC(=O)[C@H]1[C@H]2COc3ccc(Br)cc3[C@@H]2N2C(=O)CN(Cc3ccc(F)cc3)C(=O)[C@@]12C
54	COCC1CCCCN1Cc1cn[nH]c1-c1ccc2cc(OC)ccc2c1 (stereo not drawn)
55	CC1(C)Cc2nc3sc(C(=O)NCCCO)c(N)c3cc2CO1
56	O=C(NC(=S)N(Cc1ccccc1)c1ccccn1)C1CCCCC1
57	Cc1cccc[n+]1C1C(c2ccc([N+](=O)[O-])cc2)C(C#N)=C(C(=C=[N-])C#N)NC1(O)C1CC1 (stereo not drawn)
Compound	50	51	52	53	54	55	56	57
MEX-5 binding	·	-1.2	-0.8	·	-2.7	-0.1	-0.7	-6.3
Efflux pump inh	0.0	0.2	0.0	0.3	-0.1	0.1	-0.1	-0.1
MCL1-BIM inh	-1	-2	6	0	-1	18	15	25
GLD-1 TGE inh	3	0	0	1	1	4	2	19
BCLXL inh	5	0	2	-2	-3	14	5	31*
VLA-4 inh	2	9	14	0	10	3	1	11
Fam108B inh	·	-4	-4	·	3	5	-4	13
PME-1 primary	4	1	0	0	7	4	-1	10
GRK2 inh	3	0	0	1	0	1	4	3

58	O=C(NCc1ccc2c(c1)OCO2)C1CCN(Cc2cnn(-c3ccccc3)c2-n2cccc2)CC1
59	Cc1ccc(-c2nnc(N(C)C(=O)c3cccnc3)s2)cc1
Compound	58	59
MEX-5 binding	-0.4	-1.5
Efflux pump inh	0.0	-0.1
MCL1-BIM inh	6	-5
GLD-1 TGE inh	-2	-9
BCLXL inh	2	5
VLA-4 inh	15	-2
Fam108B inh	3	0
PME-1 primary	0	2
GRK2 inh	1	0
